Screens from PubChem.
D2 antag = antagonists of human D2 dopamine receptor. P14416. HEK293 TREx D2 cells, calcium flux, dopamine EC80. inhibition, % at 10 µM. 2% of 340,000 active. AID 485344; in the data active = inhibition above about 30%; also: 0% is about no effect
Target sequence (P14416 whole entry, looked up): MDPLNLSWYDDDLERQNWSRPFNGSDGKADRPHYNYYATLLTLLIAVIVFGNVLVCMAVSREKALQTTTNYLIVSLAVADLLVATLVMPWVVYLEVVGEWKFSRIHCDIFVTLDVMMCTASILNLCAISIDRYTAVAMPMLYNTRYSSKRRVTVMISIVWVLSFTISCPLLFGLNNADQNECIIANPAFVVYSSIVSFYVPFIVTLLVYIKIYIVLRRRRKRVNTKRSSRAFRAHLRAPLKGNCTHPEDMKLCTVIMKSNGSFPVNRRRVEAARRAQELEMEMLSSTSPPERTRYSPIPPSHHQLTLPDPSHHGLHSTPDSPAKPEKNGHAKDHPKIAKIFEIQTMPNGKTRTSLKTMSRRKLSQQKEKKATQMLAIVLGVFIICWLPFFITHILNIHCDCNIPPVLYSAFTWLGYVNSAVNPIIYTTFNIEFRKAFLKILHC
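Calcium flux kinetic readout in an inducible HEK293 TREx D2 line plated overnight at 30 C. After 180 s compound exposure, an EC80 dopamine challenge follows with another 180 s kinetic read to detect antagonism.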
TRHR PAM = allosterically enhances the human TRH receptor. P34981. TRHR cells, fluo-8 calcium fluorescence, EC20 TRH enhancement. enhancement, % at 2 µM. 0.66% of 360,000 active; in the data active = enhancement above about 30%; also: 0% is about no effect
Target sequence (P34981 whole entry, looked up): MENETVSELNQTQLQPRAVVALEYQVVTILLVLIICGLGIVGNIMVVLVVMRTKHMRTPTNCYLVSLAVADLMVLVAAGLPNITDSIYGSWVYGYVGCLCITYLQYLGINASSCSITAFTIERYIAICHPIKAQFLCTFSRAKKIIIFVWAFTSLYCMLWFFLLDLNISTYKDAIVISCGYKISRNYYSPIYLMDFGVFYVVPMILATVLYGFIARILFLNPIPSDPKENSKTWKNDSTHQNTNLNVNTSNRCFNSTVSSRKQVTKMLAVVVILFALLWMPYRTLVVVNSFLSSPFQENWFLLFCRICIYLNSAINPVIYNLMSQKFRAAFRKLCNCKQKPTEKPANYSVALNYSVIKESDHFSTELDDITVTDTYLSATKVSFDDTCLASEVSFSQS
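Enhancer read-out: after compound pinning and an initial kinetic agonist-mode read, an EC20 of TRH (10 nM final) was injected and fluo-8 calcium signal (Ex 480/Em 530) followed at 1 s/cycle for 100 cycles in TRHR-expressing cells.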
D1 agonist = agonists of human D1 dopamine receptor; 1% of 360,000 active; P21728; HEK293 T-REx D1 cells, calcium flux, agonist mode; activation, % at 2 µM; in the data active = activation above about 30%; also: 0% is about no effect
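Inducible HEK293 T-REx D1 cells, force-coupled to calcium signalling, were plated at 4000 cells/well with tetracycline and held overnight at 30 C. After no-wash calcium dye loading, compound-evoked calcium rise over 180 s flagged agonists.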
RXFP1 agonist = agonists of human relaxin receptor RXFP1; Q9HBX9; HEK293T-RXFP1 cAMP TR-FRET, 30 min; response scale: percent of porcine relaxin response, buffer zero; Potency, µM (titrated, usually from 57.5 µM), without a hit: top-dose activation, actives largely listed as activators; 0.3% of 370,000 active; AID 2676; active = well fitted activation curve with a large enough effect; also: potency is read from the fitted curve at half-maximal effect; % is scaled to controls: 0 for no effect and ±100 for the full control effect; nearly all actives have a fitted effect of over 60% in size; many of its hits are not listed in these tables
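cAMP rise read by TR-FRET after 30 min, 37C compound exposure (up to 58 uM) in RXFP1-transfected HEK293 cells with Ro 20174 present. EC50 from Hill-equation fits, with 29 nM porcine relaxin as 100% and buffer as basal.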
RXFP1 antagonist = blocks the human relaxin receptor RXFP1; Q9HBX9; HEK293-RXFP1, relaxin-stimulated cAMP HTRF, 30 min; stronger effect = lower value; activity change, negative = inhibition, % at 57.5 µM; 0.59% of 350,000 active; AID 1259400;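 active = activity change of -60% or lower, but not beyond a set lower limit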; also: % is scaled to controls: 0 for no effect and ±100 for the full control effect
D1 PAM = enhances dopamine response at the human D1 receptor | HEK293 TREx D1 cells, calcium flux, dopamine EC20 potentiation | potentiation, % at 10 µM | 0.036% of 360,000 active; in the data active = potentiation above about 30%; also: 0% is about no effect
D2 PAM = positive allosteric modulators of human D2 dopamine receptor | P14416 | HEK293 T-REx D2, calcium flux, EC20 dopamine potentiation | potentiation, % at 10 µM | 0.34% of 340,000 active | AID 485347;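 active = potentiation over 3 SD above the plate norm, cut at about 30% in these data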; also: 0% is about no effect
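Potentiation of an EC20 dopamine calcium response measured kinetically over 180 s, after a preceding 180 s compound-only read flagging agonists. Cells: inducible Hek293 Trex D2 line, 4000/well, cultured overnight at 30 C before dye loading.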
D2 ag = D2 dopamine receptor (human) agonism; P14416; HEK293 T-REx D2 cells, calcium flux agonist mode; activation, % at 2 µM; 0.53% of 340,000 active;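 active = activation over 3 SD above normal in the single-dose calcium agonist read, cut at about 30% in these data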; also: 0% is about no effect
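Calcium-flux readout, 1 cycle/sec over 180 s following compound pin transfer, in inducible HEK293 Trex D2 cells (force-coupled); dopamine controls included. Positive calcium responses during this window marked compounds as potential agonists.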
D1 antag = blocks dopamine activation of the human D1 receptor; P21728; HEK293 TREx D1 cells, calcium flux, dopamine EC80; stronger effect = lower value; 3.2% of 360,000 active; activity change, negative = inhibition, % at 10 µM; in the data active = activity change below about -30%; also: % is scaled to controls: 0 for no effect and ±100 for the full control effect
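Antagonism measured as reduced calcium response to an EC80 dopamine addition following 180 s compound pre-read; cells were inducible HEK293 Trex D1 plated overnight at 30 C, read kinetically at 1 cycle/sec.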
* hit, by the source's call; nt = not tested or not shown. This is a subset. The share of hits here may be higher or lower than overall.

SMILES	D2 antag	TRHR PAM	D1 agonist	RXFP1 agonist	RXFP1 antagonist	D1 PAM	D2 PAM	D2 ag	D1 antag
COCc1cc(C)nc2sc3c(c12)NC(c1ccccc1C(=O)O)N(c1cccc(C(F)(F)F)c1)C3=O (stereo not drawn)	nt	3	1	0.5%	4	2	2	-1.1	0
O=C(CCc1ccc(F)c(F)c1)NC1CCCN(Cc2ccc(Cl)cc2)C1 (stereo not drawn)	-15	1	2	0.8%	-4	0	-3	1.0	17
COC(=O)Cc1ccc(N(Cc2ccccc2F)S(=O)(=O)c2ccc(Cl)cc2)cc1	10	4	13	0.8%	-20	-7	-7	0.8	-17
CCOc1ccc2oc(C(=O)N(CC)CC(=O)Nc3c(F)cccc3F)c(C)c2c1	2	-1	0	0.4%	-21	-1	-3	-0.2	19
COc1coc(C(O)CN)cc1=O (stereo not drawn)	0	2	4	1.4%	-3	-10	-4	0.1	-6
COc1ccccc1CNC(=O)c1cc(-c2ccncc2)nc2c(Cl)cccc12	14	-16	1	0.6%	-15	-6	-5	-1.2	2
CCC(=O)N1CCc2cc(S(=O)(=O)NC(C(=O)NCc3ccccc3)C(C)C)ccc21 (stereo not drawn)	-3	-7	1	0.4%	15	-3	1	0.1	1
Nc1c2nc(-c3ccccc3)[nH]c(=O)c2nc(=O)n1-c1ccccc1	13	1	2	-27%	2	2	2	1.2	1
O=C(NC(=S)NCC1CCCO1)c1ccc(Cl)cc1Cl (stereo not drawn)	-5	1	3	0.8%	-1	5	2	-0.3	-21
CCC(=O)NC(c1ccco1)c1cc([N+](=O)[O-])c2cccnc2c1O (stereo not drawn)	nt	-1	2	nt	nt	0	nt	nt	-22
O=C(Nc1ccc2c(c1)N(S(=O)(=O)c1cccs1)CCC2)c1c(F)cccc1F	1	-4	4	2.0%	-12	-5	12	0.1	-11
CCOc1ccc(OCc2ccc(C(=O)N3CCOCC3)cc2)cc1	17	-5	8	1.7%	-9	-10	-13	0.8	-11
COc1ccc(C(CNC(=O)c2cc(S(=O)(=O)N3CCCC3)ccc2Cl)N2CCCC2)cc1 (stereo not drawn)	5	-1	-1	-0.1%	-4	12	-29	0.2	-3
CS(=O)(=O)N(CC(=O)O)c1cc(C(F)(F)F)ccc1Cl	-17	0	4	-0.2%	nt	7	9	2.0	4
COC(=O)c1cccc(C(=O)Nc2cnc3ccccc3c2)n1	5	-1	2	1.7%	3	0	11	-1.4	-2
CCS(=O)(=O)c1ccc2c(c1)N(S(=O)(=O)c1cccs1)CC(C(=O)O)O2 (stereo not drawn)	nt	-3	3	17%	3	-2	-4	nt	1
O=C(NNC(=O)c1sccc1-n1cccc1)c1ccccc1	-8	-3	4	0.1%	3	4	-6	0.1	2
COc1ccc(NC(=O)c2ccccc2NC(=O)c2ccco2)c(OC)c1	11	1	5	0.0%	16	0	-7	-0.9	-11
COc1ccc(C2(O)CCN(C(=O)c3ccc4c(c3)OCO4)CC2)cc1	3	1	1	1.1%	12	-3	23	0.0	6
c1ccc(OCc2nn3c(C4CCCCC4)nnc3s2)cc1	nt	0	-1	0.3%	-3	-5	nt	nt	-8

Two records drawn at random from the list so far:
SMILES	D2 antag	TRHR PAM	D1 agonist	RXFP1 agonist	RXFP1 antagonist	D1 PAM	D2 PAM	D2 ag	D1 antag
CCC(=O)N1CCc2cc(S(=O)(=O)NC(C(=O)NCc3ccccc3)C(C)C)ccc21 (stereo not drawn)	-3	-7	1	0.4%	15	-3	1	0.1	1
Nc1c2nc(-c3ccccc3)[nH]c(=O)c2nc(=O)n1-c1ccccc1	13	1	2	-27%	2	2	2	1.2	1

Remaining list, next part:
SMILES	D2 antag	TRHR PAM	D1 agonist	RXFP1 agonist	RXFP1 antagonist	D1 PAM	D2 PAM	D2 ag	D1 antag
O=C(OCC(=O)N1CCCC1)c1ccccc1C(=O)c1ccccc1	19	2	2	-0.5%	-4	1	-12	0.7	-2
O=C(CN(Cc1ccco1)C(=O)c1nsc(Cl)c1Cl)NC1CCCCC1	1	12	-1	1.0%	8	7	0	-1.6	-10
CN(Cc1cccc(-n2cccn2)c1)C(=O)CCc1nnc(C2CCCCC2)o1	-10	-1	1	2.7%	-6	-2	-8	-0.1	3
COc1ccc(NS(=O)(=O)c2cccc3nsnc23)cc1Cl	0	-5	4	2.6%	2	-1	-3	-3.1	-2
COc1cc(NC(=O)Cn2c(=O)n(-c3ccccc3)c(=O)c3c4c(sc32)CCCC4)cc(OC)c1	nt	5	1	3.6%	nt	2	10	0.6	3
COC(=O)c1sccc1NC(=O)Nc1ccc(C(C)=O)cc1	-3	-2	-1	2.8%	4	0	0	-1.6	-33*
O=C(O)CCC1COc2ccccc2O1 (stereo not drawn)	2	0	2	0.3%	1	2	-2	1.0	1
O=C(NCC(c1ccc(F)cc1)N1CCOCC1)c1ccco1 (stereo not drawn)	-9	0	3	-2.1%	0	-3	-2	0.2	6
NS(=O)(=O)c1ccc(NC(=S)NNC(=O)CCC(=O)Nc2ccccc2Cl)cc1	-4	1	1	-2.6%	-6	3	-2	0.2	13
O=C(NCCc1csc2nc(-c3ccc(F)cc3)nn12)c1cccc(C(F)(F)F)c1	nt	-3	1	0.2%	0	-3	-9	0.1	-27
Cc1[nH]nc(SCC(=O)NCc2ccc(Cl)cc2)c1[N+](=O)[O-]	-10	0	2	-0.4%	-4	-5	0	0.8	-18
COc1ccc(-c2oc3ncn(Cc4ccco4)c(=N)c3c2-c2ccc(OC)cc2)cc1	4	7	5	3.7%	-13	-4	-1	0.9	12
O=c1oc2cc(OCc3ccc([N+](=O)[O-])cc3)ccc2c2c1CCCC2	0	-2	1	1.7%	-5	-8	-1	-0.3	-4
CC(=O)Nc1cccc(C(=O)OC2CCOC2=O)c1 (stereo not drawn)	-4	-1	3	0.0%	2	-2	-6	-0.2	-3
Cc1c(C(=O)N2CCCCC2)sc(N)c1C#N	17	4	3	0.8%	10	-5	5	-0.5	-10
COc1ccccc1CNC(=O)CCc1c(C)nc2c(c(C)nn2-c2ccc(C)c(C)c2)c1C	nt	-3	-2	16%	nt	-3	-4	-0.2	-73*
Cc1ccccc1CC(=O)N1CCCC(CNC(=O)c2ccc(F)cc2)C1 (stereo not drawn)	10	2	1	-1.5%	-4	6	11	0.3	9
CCN(CC)S(=O)(=O)c1ccc(C)c(NC(=O)COC(=O)CNC(=O)c2ccc(C(C)(C)C)cc2)c1	8	-2	4	3.2%	-12	-2	5	-0.7	6
CCOC(=O)C1CCCCN1Cc1cccc(OCc2ccccc2)c1 (stereo not drawn)	3	-1	1	-3.2%	-3	-2	-1	-0.6	-23
O=C(Nc1nncs1)c1ccccc1Br	6	-2	1	-0.7%	-9	-5	3	-0.1	-8

Of the compounds above, four contain two or more sulfur atoms.
SMILES	D2 antag	TRHR PAM	D1 agonist	RXFP1 agonist	RXFP1 antagonist	D1 PAM	D2 PAM	D2 ag	D1 antag
O=C(Nc1ccc2c(c1)N(S(=O)(=O)c1cccs1)CCC2)c1c(F)cccc1F	1	-4	4	2.0%	-12	-5	12	0.1	-11
CCS(=O)(=O)c1ccc2c(c1)N(S(=O)(=O)c1cccs1)CC(C(=O)O)O2 (stereo not drawn)	nt	-3	3	17%	3	-2	-4	nt	1
COc1ccc(NS(=O)(=O)c2cccc3nsnc23)cc1Cl	0	-5	4	2.6%	2	-1	-3	-3.1	-2
NS(=O)(=O)c1ccc(NC(=S)NNC(=O)CCC(=O)Nc2ccccc2Cl)cc1	-4	1	1	-2.6%	-6	3	-2	0.2	13

Later entries.
SMILES	D2 antag	TRHR PAM	D1 agonist	RXFP1 agonist	RXFP1 antagonist	D1 PAM	D2 PAM	D2 ag	D1 antag
COCCSc1nnc(NC(=O)C2CC(=O)N(C3CCCC3)C2)s1 (stereo not drawn)	5	3	-1	1.8%	-9	-2	nt	2.0	-1
NC(=O)c1ccc(NC(=O)CSc2nnc(-c3ccncc3)n2Cc2ccco2)cc1	-3	-3	1	0.1%	12	-3	15	0.1	9
COc1ccc(-c2onc(C)c2-c2cscn2)c(O)c1	0	13	5	3.1%	-11	3	9	-0.4	8
Cc1nc(C)c(-c2csc(Nc3ccc(S(N)(=O)=O)cc3)n2)s1	-1	-6	3	-1.8%	-20	-6	-4	0.6	-24
CCOC(=O)C1CCN(Cc2cccc(OCc3ccccc3)c2)CC1	86*	-4	1	2.9%	-5	-4	-21	74*	6
O=C(Cn1cnc2c(nc3n2CCCCC3)c1=O)Nc1ccc(F)c(Cl)c1	nt	11	1	16%	-9	5	1	1.4	-6
CCc1ccc(N(CC(=O)Nc2sc3c(c2C(=O)OC)CCCC3)S(C)(=O)=O)cc1	9	-1	1	-1.5%	nt	10	-10	0.0	-5
CCOC(=O)c1c(NC(=O)CCN2C(=O)c3cccc([N+](=O)[O-])c3C2=O)sc(C(=O)OC(C)C)c1C	14	3	2	0.4%	-4	-3	15	2.0	-1
CCCc1nc2cc3c(cc2[nH]1)n(C)c(=O)n3C	-3	9	3	0.0%	-10	-1	-1	-0.2	2
Cc1ccc(NC(=O)COC(=O)CCC(=O)c2cccs2)cc1S(=O)(=O)N1CCOCC1	-6	14	2	0.3%	-23	-1	15	0.4	-11
CCn1ccc2cc(S(=O)(=O)N3CCCN(C(=O)Nc4ccccc4C(F)(F)F)CC3)ccc21	nt	-1	6	2.5%	nt	-2	0	0.4	-16
COc1cc(CN(C)C)cc(C=O)c1O	2	15	0	0.2%	-9	-1	11	-0.4	-15
Cc1ccc(-c2nnc(SCc3nc(N)nc(Nc4ccccc4C)n3)n2N)cc1	3	-1	-2	1.9%	-9	0	2	0.4	23
CC(C)CC(OC(=O)c1cccs1)C(=O)NCc1ccco1 (stereo not drawn)	7	-5	3	1.7%	-15	13	-6	-0.5	-1
Cc1ccc(C(=O)CSc2ccc(-c3cccnc3)nn2)cc1	-13	-7	5	-0.1%	-17	-5	3	-0.3	8
O=C(NC1CCCc2c1cnn2-c1ccc(F)cc1F)c1ccccn1 (stereo not drawn)	1	1	3	1.0%	-5	-3	3	-0.5	3
S=C(Nc1ccc(Cl)cc1)NC1CCCCC1	-7	-4	17	0.0%	-3	-10	-4	5.4	-28
CCCCOc1ccc(NC(=O)Cn2c(=O)ccc3c(C)cc(C)nc32)cc1	-7	0	1	-1.3%	12	1	0	-1.2	0
Cc1ccc(-c2cc(C(=O)Oc3ccc(C#N)cc3)no2)cc1C	nt	12	7	1.2%	nt	2	-6	nt	-4
Cc1cccc(-n2c(-c3ccco3)nc3c(cnn3-c3ccccc3C)c2=O)c1	nt	14	3	5.2%	nt	1	19	0.7	-16
OC1CCCN(Cc2nc(Cc3ccccc3Cl)no2)C1 (stereo not drawn)	12	2	3	2.6%	-4	-1	3	0.4	5
COc1ccccc1C(CNC(=O)c1ccc(-c2ccccc2Cl)o1)N1CCCC1 (stereo not drawn)	11	1	1	1.4%	-23	-6	-20	1.0	6
Cc1onc(-c2ccccc2Cl)c1C(=O)OCC(=O)c1ccc2c(c1)OCCO2	-9	3	10	0.1%	-1	-5	8	-0.1	-6
C=CCC1S/C(=N/N=C/c2cccs2)NC1=O (stereo not drawn)	9	8	-1	-1.5%	-11	-6	13	1.5	-13
